# From PubChem
# hcGAS inh: inhibitors of human cGAS; recombinant h-cGAS, ATP depletion, Kinase-Glo luminescence; inhibition, % at 12.5 µM; 290,000 tested, 0.081% active; AID 1259398;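 note: 0% = vehicle reaction and 100% = reaction without DNA for no activity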
# Target sequence (Q8N884 whole entry, looked up): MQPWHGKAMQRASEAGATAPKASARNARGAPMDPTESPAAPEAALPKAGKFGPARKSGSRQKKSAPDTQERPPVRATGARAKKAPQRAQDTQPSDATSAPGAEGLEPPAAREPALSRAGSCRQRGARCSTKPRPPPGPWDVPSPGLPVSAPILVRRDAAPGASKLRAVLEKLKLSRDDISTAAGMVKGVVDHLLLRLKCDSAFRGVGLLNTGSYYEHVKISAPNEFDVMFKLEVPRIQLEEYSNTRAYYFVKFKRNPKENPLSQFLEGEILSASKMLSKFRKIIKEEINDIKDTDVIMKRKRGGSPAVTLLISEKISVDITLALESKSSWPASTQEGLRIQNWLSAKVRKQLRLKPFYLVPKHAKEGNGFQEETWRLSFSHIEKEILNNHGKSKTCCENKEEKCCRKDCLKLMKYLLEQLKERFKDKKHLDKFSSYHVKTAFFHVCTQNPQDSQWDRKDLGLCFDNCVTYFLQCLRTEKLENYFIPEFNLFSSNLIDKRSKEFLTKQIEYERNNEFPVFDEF
# NPYLR7 ag: mosquito NPYLR7 agonism. HEK293T NPYLR7/Galpha15, GCaMP6s calcium fluorescence. 270,000 tested, 0.15% active. activation, % at 10 µM; in the data active = activation above about 40%;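 note: 0% = vehicle and 100% = reference agonist at the receptor; some compounds past the cut are filed as inactive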
# mcGAS lum: blocks mouse cGAS activity; Q8C6L5; recombinant cGAS, Kinase-Glo ATP depletion luminescence; inhibition, % at 12.5 µM; 160,000 tested, 0.15% active;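 note: 0% = negative control wells and 100% = reference inhibitor with no enzyme activity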
# * = called active by the depositor; . = no result given; & = joins results of further samples. Cut-off read from the data, not from the text of the source, unless noted: active = inhibition above about 40%; inactive = the rest.
SMILES,hcGAS inh,NPYLR7 ag,mcGAS lum
Cc1cnn(C)c1NC(=O)c1cccc(CN(C)Cc2cnccn2)c1,-7,6,.
COc1ccccc1NC(=O)c1ccc2c(c1N)C(=O)c1ccccc1C2=O,-1,-10,-4
O=C(CSCc1nc(C2CC2)no1)NCc1cc(F)cc(F)c1,-15,6,.
Cc1ccc(NC(=O)CC(=O)NC(C)c2cnn(C)c2)cc1 (stereo not drawn),-7,-1,.
CN(C)S(=O)(=O)c1ccc(C(=O)Nc2nccs2)cc1,-5,2,.
CSc1ccc(C(NC(=S)Nc2c(Cl)cccc2Cl)c2cccc(Cl)c2Cl)cc1 (stereo not drawn),-4,-8,-7
O=C(NCc1ccco1)C1CCN(S(=O)(=O)c2ccc(Cl)cc2)CC1,-4,-7,-4
COc1cccc([C@@H]2CCCN(S(=O)(=O)NCc3ccccc3)C2)c1,-6,5,.
O=C(CCc1nnc(C2(c3ccc(Cl)cc3)CCC2)o1)NCC1CC12CCCCC2 (stereo not drawn),-2,4,-3
CNc1nc(-c2cccc(C)c2C)ncc1F,-5,-2,-12
Cn1c(COc2ccccc2)n[nH]c1=S,0,-8,2
CCCc1nc(N2CCN(C(=O)Nc3ccccc3Br)CC2)c2c(-c3ccccc3)noc2n1,-4,20,-3
O=C(Cn1nnc2ccccc2c1=O)OCc1cc(=O)n2ccccc2n1,6,-3,.
CC(C)(C)CN(C(=O)C1CCN(C(=O)C2CC2)CC1)c1cccnc1,1,-14,-3
O=C(CO)NCC1CCN(Cc2cccc(O)c2)C1 (stereo not drawn),-1,-5,-1
CSc1ncc(CN2CCCC(CNC(=O)c3ccc(F)cc3)C2)cn1 (stereo not drawn),-7,4,.
O=C(NC1CCOc2ccccc21)N1CCCC1c1ccsc1 (stereo not drawn),-1,5,.
CC(=O)Cn1c(CN2CCN(c3ccccc3F)CC2)nc2c1c(=O)n(C)c(=O)n2C,-2,-8,.
COc1ccccc1-c1cnn2c(NCc3ccco3)ccnc12,-4,-6,0
O=C1Nc2ccccc2/C1=C\c1ccc(-n2ccnc2)cc1,-12,6,.
Cc1nc(N)nc(C)c1CC(=O)N1CCCC(OCc2cccnc2)C1 (stereo not drawn),1,.,-14
CC(=O)c1ccc(C(=O)N2CCC(C(Cc3ccccc3)N(C)C(=O)c3cc(C)nn3C)CC2)s1 (stereo not drawn),2,4,0
COc1ncccc1CNS(=O)(=O)c1cccc(Cl)c1,-15,0,.
CCNC(=O)[C@@H]1CCCN1Cc1cc2cc3c(cc2[nH]c1=O)CCC3,-6,10,-11
CC(Cc1ccc2c(c1)OCO2)CN1CCn2c(nnc2C(=O)N(C)C)C1 (stereo not drawn),-4,8,.
O=C(Cn1cc2c(n1)CCCC2)NC1CCCC1,-7,1,-4
CC(C)CCC(C)NC(=O)N1CC2CCCN2CC1C (stereo not drawn),-11,18,-16
c1cnc(N2CCN(c3nc4ccccc4n4cnnc34)CC2)nc1,-4,3,-6
CCOC(=O)Cc1c(C)nc2ncnn2c1N1CCc2ccccc2C1,-2,.,-6
Cc1ccc(C2=NN(C(=O)CN3CCN(c4ccccc4F)CC3)C(c3ccccc3F)C2)cc1C (stereo not drawn),-3,9,-3
CNc1cc(-c2ccc(CN)cn2)c2cc[nH]c2n1,-2,24,-10
Cc1ccc(/C=C/c2nc3scc(CC(C)C)c3c(=O)[nH]2)s1,-2,-2,.
O=C(Nc1ccc(-n2nc(OCc3ccc(F)cc3)nc2-c2ccc(C(F)(F)F)cc2)cc1)C1CCC1,-6,10,-3
CCC(C)(NC(=O)C1Cc2ccccc2O1)c1nccs1 (stereo not drawn),-1,-1,.
COc1ccccc1C(C#N)NC(=O)OC(C)(C)C (stereo not drawn),9,-7,.
Cc1cc(C)c2oc(-c3ccc(NC(=O)c4cc(Cl)ccc4Cl)cc3)nc2c1,-3,-7,-6
CC(=O)N1CCC(C(=O)NCC(C)Oc2cccnc2)CC1 (stereo not drawn),1,-1,.
CC(C)c1cccc(C(C)C)c1-n1cc[nH]c1=S,-12,13,.
Cc1c(CC(=O)NCc2ccon2)c2c(n1CC(C)C)CC(C)(C)CC2=O,-7,17,-13
Cc1ccc(F)cc1C(=O)N1CCN(c2nc3ccccc3nc2-c2ccccc2)CC1,-6,3,-7
Cc1ccc(C(=O)Cn2nnc(-c3ccccc3C)n2)c(C)c1,-7,2,.
O=c1c2nc(N3CCOCC3)sc2c(-c2ccccc2)nn1CCc1ccccc1,-7,-4,-9
O=C(Nc1cccc(-c2nc3ccccc3o2)c1)c1ccc(Cl)c([N+](=O)[O-])c1,-3,10,-5
O=c1[nH]c(CSc2nnnn2C2CC2)nc2ccc(Cl)cc12,-6,0,-3
Cc1cnn(-c2cnn(CCO)c2)c1,-6,14,.
CCn1cc(C(=O)N2CCCC(C(=O)Nc3cccc(-c4cc5ccccc5[nH]4)c3)C2)cn1 (stereo not drawn),-8,4,-9
O=C(Nc1cccc(F)c1)N1CCC(Cc2ccc(-c3ccccc3)cc2)CC1,-8,2,7
O=C(CCS(=O)Cc1csc(Br)c1)Nc1ccc(Cl)cc1F (stereo not drawn),-6,-6,-12
COc1cccc(CSc2nnc(N)s2)c1,-4,15,.
COC(=O)c1cc2c(=O)n(-c3ccc(Cl)c(C(F)(F)F)c3)ccc2nc1C,-9,6,.
CCc1nc2ccc(C(=O)NC3CCN(Cc4ccccc4)CC3)cn2c1N(CC)CCN(C)C,-7,6,-2
Cc1ccc(NC(=O)CCNC(=O)c2nccnc2N)c(Cl)c1,-6,4,.
Cc1nc(SC(C)C(=O)NC(N)=O)c(C#N)c(C)c1C (stereo not drawn),-5,11,.
COC(c1ccc2c(c1)CN(C(=O)c1cccc(Cn3cccn3)c1)CCO2)C1CCCCC1 (stereo not drawn),-10,14,-12
Cc1[nH]cnc1C(=O)NCCC1CN(CC(C)C)CCO1 (stereo not drawn),-9,.,-6
COCCCN(CC(=O)N1CCc2sccc2C1COc1ccccc1OC)C(=O)Cc1ccccc1 (stereo not drawn),-5,-5,-6
Cc1cccc(NC(=O)N2CCN(CCn3nc(C)cc3C)CC2)c1,-7,6,-7
S=c1nc(-c2ccco2)[nH][nH]1,0,27,.
Cc1ccc(-n2nc(C)c(CC(=O)NC(C)C)c2C)cc1Cl,5,-3,.
O=C1OC2(CCCCC2)OC(=O)C1=CNc1ccc(F)cc1F,-5,5,.

# More compounds:
SMILES,hcGAS inh,NPYLR7 ag,mcGAS lum
COc1cc(-c2ccc3nnc(-c4ccccc4C)n3c2)cc(OC)c1OC,-5,43,-6
O=C(O)CN1c2cccc3cccc(c23)S1(=O)=O,-3,7,.
CNC(=O)Cn1c(CO)cnc1SCc1cc(OC)cc(OC)c1,-6,3,-9
CCc1nc2n(n1)C(=O)C(C(c1ccc(F)c(F)c1)N1CCOCC1)S2 (stereo not drawn),-6,-1,-9
CCN1CCC(NS(=O)(=O)c2cc(C)ccc2C)CC1,-6,-8,.
Cc1cccc(C(=O)N2CCOc3ccc(CN4CCC(OCc5ccccc5)CC4)cc3C2)n1,-5,3,-12
CCCCNC(=O)N1CCN(c2ccccc2Cl)CC1,-5,3,-5
Cc1c(C(=O)NCc2ccc(F)cc2)cc(-c2ccc(Cl)cc2)n1-c1ccc(F)cc1,-1,12,-4
CCOC(=O)CNC(=O)N1CCCC(C(=O)c2ccc(SC)cc2)C1 (stereo not drawn),3,-2,.
CC(C)c1ccc(-n2nc(C(=O)N3CCN(C)CC3)c(=O)n(Cc3ccccc3F)c2=O)cc1,-1,1,-2
O=C(CCn1[nH]c(=O)ccc1=O)Nc1nc2ccccc2[nH]1,-11,1,.
O=C(Cc1ccccc1O)N1CCC2(CCOCC2)CC1,-3,4,.
C=CCNC(=O)N1CCN(C(C(=O)N2CCCCC2)C2CCCC2)CC1 (stereo not drawn),-9,-4,-7
Cc1ccc(S(=O)(=O)NCC2CCCN(Cc3nsc(N(C)C)n3)C2)cc1 (stereo not drawn),-9,12,.
Cc1nnc(CSc2nnc(N)s2)o1,-5,4,.
O=C(NCCCn1ccnc1)Nc1ccc(Cl)c(C(F)(F)F)c1,-11,-4,-2
Cc1nccn1-c1ccc(NC(=O)C2CCCN(C3CCOCC3)C2)cc1 (stereo not drawn),-8&-12,-6&0,-10
CCOC(=O)C1(NC(=S)N(CC)CC)Sc2cc(C)ccc2NC1=O (stereo not drawn),-3,-9,-8
CC(C)C(C)N(C)C(=O)Nc1ccc(-n2cncn2)nc1 (stereo not drawn),-13,6,.
COc1ccc(-c2c(NC(=O)CN3CCC(C)CC3)oc3ccccc3c2=O)cc1OC,-1,7,.

# In a second layout: results already given
SMILES	hcGAS inh	NPYLR7 ag	mcGAS lum
O=C(NC1CCOc2ccccc21)N1CCCC1c1ccsc1 (stereo not drawn)	-1	5	.
O=C(NCCCn1ccnc1)Nc1ccc(Cl)c(C(F)(F)F)c1	-11	-4	-2
c1cnc(N2CCN(c3nc4ccccc4n4cnnc34)CC2)nc1	-4	3	-6
CCOC(=O)Cc1c(C)nc2ncnn2c1N1CCc2ccccc2C1	-2	.	-6
O=C(Nc1cccc(-c2nc3ccccc3o2)c1)c1ccc(Cl)c([N+](=O)[O-])c1	-3	10	-5
Cc1ccc(-n2nc(C)c(CC(=O)NC(C)C)c2C)cc1Cl	5	-3	.

# Back to the main list, repeating the two entries before the break.
SMILES,hcGAS inh,NPYLR7 ag,mcGAS lum
CC(C)C(C)N(C)C(=O)Nc1ccc(-n2cncn2)nc1 (stereo not drawn),-13,6,.
COc1ccc(-c2c(NC(=O)CN3CCC(C)CC3)oc3ccccc3c2=O)cc1OC,-1,7,.
Cc1ccc(CN(Cc2ccc(F)cc2)C(=O)CN(C(=O)C2CC2)C2CC2)s1,-8,-9,-8
CCOc1ccc(-c2ccc(=O)n(CC(=O)N3CCCCC3)n2)cc1,-5,11,.
CC(=O)Nc1ccc(-c2c(-c3ccccc3)ncn2Cc2ncc[nH]2)cc1,-5,18,.
NC(=O)C1CCN(c2nc(CCc3ccccc3)nc3sc4c(c23)CCCC4)CC1,-11,-3,-4
Cc1cc(C)c2c(CC(=O)NC3C=CS(=O)(=O)C3)coc2c1C (stereo not drawn),-10,0,.
N#Cc1ccc(CO[C@]2(C(=O)NCCN3CCCC3)CC(OCC3CC3)[C@H](O)[C@H](O)C2)cc1 (stereo partly drawn),-2,0,-5
CC(C)CN(Cc1cccc(OS(=O)(=O)c2ccc(F)cc2)c1)C(=O)C(C)C,-1,13,-4
N#Cc1cccc(CN2C(=O)C3(SCCN3C(=O)c3ccc(F)cc3)c3ccccc32)c1 (stereo not drawn),-4,3,-5
CC(=O)c1ccc(NC(=O)Cn2cnc3c(nnn3Cc3ccc(C)cc3)c2=O)cc1,-3,14,.
COc1cccc(CCNC(=O)c2cc(Cl)c(Cl)n2C)n1,-8,3,.
O=C1CC[C@@H](CN(Cc2ccncc2)C(=O)CN2CCCCCC2)N1,-4,0,.
Cc1ccn2cc(CNc3ncncc3Br)nc2c1,-10,8,.
Cc1cn(Cc2nc(-c3sccc3C)oc2C)cn1,-2,7,.
O=C(COc1ccc2ccc(C(F)(F)F)nc2c1)NC1CCCCCC1,-4,7,.
C=CCNC(=O)N1CCSC12C(=O)N(Cc1ccccc1F)c1ccc(C)cc12 (stereo not drawn),-13,4,-6
CCOc1ccc(NC(=O)N(CCOC)Cc2ccc(OS(C)(=O)=O)cc2)cc1,-2,.,2
COCCCN1COc2ccc3c(c2C1)O/C(=C\c1cc(OC)c(OC)c(OC)c1)C3=O,-8,61*,-10
Cc1ccc(F)c(N2C(=O)CSC2c2cccc(NC(=O)COCc3ccccc3)c2)c1 (stereo not drawn),-2,-7,-8
Cc1ccc(NC2CCCN(C(=O)CCn3ccc(=O)[nH]c3=O)C2)cc1C (stereo not drawn),4,6,-12
O=C(O)C1CC(=O)N(C2CCCCCCC2)C1 (stereo not drawn),-2,4,-2
CN(Cc1ccc(F)cc1)C(=O)c1cc2occc2n1CC1CCCCO1 (stereo not drawn),-7,24,.
CC1CCc2c(sc3ncnc(SCC(=O)N4CCCC4)c23)C1 (stereo not drawn),-7,38,.
CS(=O)(=O)N1CCC(NC(=O)NCCc2cccc(F)c2)CC1,-4,2,.
COc1ccc2[nH]c3c(c2c1)CCN(C(=O)c1ccc(NC(C)=O)cc1)C3c1ccc(-c2ccccc2C(F)(F)F)o1 (stereo not drawn),-3,-1,-6
FC1(F)Oc2ccc(NCc3nc(-c4ccsc4)no3)cc2O1,-12,5,.
CCOC(=O)CSc1ccc2nnc(CCNS(=O)(=O)c3ccccc3)n2n1,-5,-10,-6
COc1ccc(C(CC(=O)N2CCC3(CC2)OCCO3)c2c[nH]c3ccccc23)c(OC)c1 (stereo not drawn),-1,.,-8
CCOC(=O)C1CCCN(c2cc(Oc3cc(C)ccc3Cl)ncn2)C1 (stereo not drawn),-4,14,-6
N#CC(=Cc1c(F)cccc1F)c1nc2ccccc2s1,-7,-1,-6
O=C(Cn1cccnc1=O)NC(c1ccccc1)c1cccc(Cl)c1 (stereo not drawn),-1&-8,9&15,-17
COCCCNC(=O)Cn1ccn2nc(-c3ccc(OC)cc3)cc2c1=O,-6,3,-9

# Some of the entries so far, with values under each structure.
# Second line of a record: hcGAS inh, NPYLR7 ag, mcGAS lum
Cc1ccc(F)c(N2C(=O)CSC2c2cccc(NC(=O)COCc3ccccc3)c2)c1 (stereo not drawn)
  -2, -7, -8
Cc1ccc(NC2CCCN(C(=O)CCn3ccc(=O)[nH]c3=O)C2)cc1C (stereo not drawn)
  4, 6, -12
